High-throughput results as filed in PubChem.
C diff HTS = blocks growth of Clostridium difficile; Clostridium difficile clinical isolate growth, OD600, 24 h; hits give low values; growth activity, negative = inhibition, % at 16 µg/mL (by protocol); actives 0.25% (n = 86,000);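 active = mean growth activity at or below -80% and every replicate also at or below -80%; inconclusive = mean at or below -80% but some replicate above -80%; inactive = mean growth activity above -80%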;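 note: 0% = DMSO wells and -100% = levofloxacin 16 µg/mL wells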
Pf Dd2 growth = blocks growth of Plasmodium falciparum Dd2 parasites; P. falciparum Dd2 growth, SYBR Green, 72 h; hits give low values; activity change, % at 10 µM; actives 2.3% (n = 94,000); in the data active = activity change below about -80%; inconclusive = no clear call, values can overlap the other calls
T cruzi growth = T. cruzi proliferation inhibition. inhibition, % at 8.34 µM. T. cruzi beta-gal in NIH3T3, GalScreen luminescence, 90 h. AID 624255. actives 5.9% (n = 77,000);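 active = mean inhibition above about 93%, with at least 55% of replicates each passing it, limit read from the data, passing the limit was not always enough; inconclusive = only one of those two conditions holds; inactive = neither condition holds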
KDM4C inh = inhibitors of human demethylase GASC-1 KDM4C; Q9H3R0; AID 720574; actives 0.15% (n = 96,000); GST-KDM4C 2-372, H3K9me3 peptide, LANCE TR-FRET; inhibition, % at 12.5 µM;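 active = mean replicate inhibition above about 25%, with at least 55% of replicates also reaching it, limit read from the data, passing the limit was not always enough; inconclusive = only one of those two conditions met; inactive = neither condition met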
Target sequence (Q9H3R0 2-372 limits assumed): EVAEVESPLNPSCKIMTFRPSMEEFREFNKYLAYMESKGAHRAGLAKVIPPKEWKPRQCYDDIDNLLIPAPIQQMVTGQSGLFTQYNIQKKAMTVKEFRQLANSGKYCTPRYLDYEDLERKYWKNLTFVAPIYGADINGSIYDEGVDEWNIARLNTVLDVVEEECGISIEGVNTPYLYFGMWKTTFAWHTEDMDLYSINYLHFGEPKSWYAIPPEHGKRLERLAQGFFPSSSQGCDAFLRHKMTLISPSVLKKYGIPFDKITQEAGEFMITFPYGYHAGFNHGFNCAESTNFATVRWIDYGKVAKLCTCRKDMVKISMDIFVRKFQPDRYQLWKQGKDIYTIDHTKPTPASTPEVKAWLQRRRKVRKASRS
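System: N-terminal GST-fused human GASC-1 (KDM4C) fragment, residues 2-372; amount: enzyme final amount 10 nM; incubation: reaction 30 min RT, detection step 1 h RT; medium: HEPES buffer, pH 7.5, plus ascorbate; technique: LANCE TR-FRET, Eu antibody, ULight-streptavidin, EDTA, ex 340 nm, em 618/671 nm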
Active calls of the source: *; ? = inconclusive; nt = not tested or not shown; & = joins results of further samples. No enrichment for hits. Share with any hit: about 6.8%.

Results follow in this order: C diff HTS | Pf Dd2 growth | T cruzi growth | KDM4C inh
> CC(=O)N(C)C[C@@H]1Oc2cc(C#CCC(C)C)ccc2S(=O)(=O)N([C@@H](C)CO)C[C@H]1C
    -9 | -10 | 44 | 0.2
> O=C(Nc1ccccc1F)N1C[C@@H]2[C@H](c3ccccc31)[C@@H](CO)N2C(=O)c1ccccc1F
    1 | -7 | 24 | 0.1
> COc1ccc(C#Cc2ccc([C@H]3[C@@H](CO)N4CCCCN(C(=O)Nc5ccc(F)cc5)C[C@@H]34)cc2)cc1
    -16 | 6 | 107* | -2.8
> COc1ccc(NC(=O)N(C)C[C@@H]2Oc3ccc(NC(=O)NC(C)C)cc3CC(=O)N([C@@H](C)CO)C[C@@H]2C)cc1
    -5 | 15 | 32 | -0.7
> C/C=C/c1ccc([C@H]2[C@H]3CN(C(=O)c4ccncc4)CC(=O)N3[C@H]2CO)cc1
    1 | -14 | nt | 1.1
> COc1ccccc1-c1ccc([C@H]2[C@H]3CN(C(=O)CN4CCOCC4)CCCCN3[C@H]2CO)cc1
    -6 | 17 | 36 | 0.7
> CCCNC(=O)C[C@@H]1C[C@H]2c3cc(NS(C)(=O)=O)ccc3O[C@H]2[C@@H](CO)O1
    -2 | 14 | -56 | -1.3
> C[C@@H]1CN([C@@H](C)CO)C(=O)c2cccc(NS(=O)(=O)c3cccs3)c2O[C@@H]1CN(C)Cc1ccc(C(=O)Nc2ccccc2N)cc1
    nt | -80 | 93 | -0.5
> COc1ccc(NC(=O)N(C)C[C@@H]2OCc3ccccc3-c3ccccc3C(=O)N([C@H](C)CO)C[C@@H]2C)cc1
    nt | -3 | -7 | 1.3
> O=C(C[C@@H]1C=C[C@@H](NC(=O)c2cccnc2)[C@@H](CO)O1)NCc1ccc(Cl)c(Cl)c1
    nt | -31 | 23 | 1.2
> NCC[C@H]1CC[C@H](NS(=O)(=O)Cc2ccccc2)[C@H](CO)O1
    nt | 22 | -7 | 0.0
> C[C@H](CO)N1C[C@H](C)[C@@H](CN(C)S(=O)(=O)c2ccccc2)Oc2c(NS(=O)(=O)c3ccc(Cl)cc3)cccc2C1=O
    3 | 9 | 10 | -3.4
> COc1ccccc1C#Cc1ccc([C@@H]2[C@@H](CO)N3CCCCN(C(=O)C4CCCC4)C[C@@H]23)cc1
    13 | 13 | 117* | nt
> C/C=C/c1ccccc1[C@H]1[C@@H](CO)N(C(=O)Nc2ccccc2)[C@H]1C#N
    6 | 5 | nt | -2.6
> COc1ccc(S(=O)(=O)N(C)C[C@H]2Oc3ccc(NC(=O)Cn4cnnn4)cc3CC(=O)N([C@H](C)CO)C[C@@H]2C)cc1
    -3 | -9 | 6 | -0.4
> O=C(C[C@H]1CC[C@H]2[C@@H](COC[C@@H](O)CN2C(=O)c2ccc(F)cc2)O1)N1CCCCC1
    1&1 | 40 | -26 | -3.0
> Cc1cccc(S(=O)(=O)N2CC[C@@H]3[C@H](CO)Nc4ccc(C#Cc5ccc(F)cc5)cc4[C@@H]32)c1
    4 | -53 | 36 | -2.2
> CCN(C[C@@H]1[C@@H](c2ccccc2)[C@H](CO)N1S(C)(=O)=O)C(=O)C1CCCC1
    5 | 0 | 34 | 0.9
> CCN1[C@H](C(=O)NCc2ccncn2)[C@@H](CO)[C@@H]2Cn3c(ccc(-c4ccc(F)cc4)c3=O)[C@@H]21
    0 | -5 | 76 | 12
> C[C@@H]1CCCCO[C@H](CN(C)C(=O)CCC(F)(F)F)[C@@H](C)CN([C@H](C)CO)C(=O)c2cc(NC(=O)CCCCCC(=O)Nc3ccccc3N)ccc2O1
    -2 | 7 | -19 | 3.2
> O=S(=O)(c1ccccc1)N1CCCCN2[C@H](C1)[C@@H](c1ccc(-c3ccccc3F)cc1)[C@@H]2CO
    -1 | 19 | 17 | nt
> C[C@@H]1CN([C@H](C)CO)C(=O)Cc2cc(NS(=O)(=O)c3ccc(Cl)cc3)ccc2O[C@H]1CN(C)CC1CC1
    0 | -5 | 29 | 2.9
> C[C@H]1CN([C@@H](C)CO)C(=O)Cc2cc(NC(=O)C3CCCCC3)ccc2O[C@H]1CN(C)S(=O)(=O)c1ccccc1
    2 | -21 | 41 | -2.4
> C[C@H]1CN([C@@H](C)CO)C(=O)c2cc(C3=CCCCC3)cnc2O[C@H]1CN(C)Cc1cccc(F)c1
    12 | -4 | 110* | -1.5
> COc1cccc(NC(=O)N(C)C[C@@H]2Oc3cc(C#Cc4ccncc4)ccc3S(=O)(=O)N([C@H](C)CO)C[C@@H]2C)c1
    -2 | ? | 68 | -2.2
> O=C(NC1CCCC1)[C@@H]1[C@@H](CO)[C@@H]2Cn3c(cccc3=O)[C@H]1N2Cc1cc(F)ccc1F
    4 | 1 | 55 | -0.7
> C[C@@H]1CCCCO[C@H](CN(C)S(=O)(=O)c2ccc(Cl)cc2)[C@H](C)CN([C@@H](C)CO)C(=O)c2cc(NC(=O)Nc3ccc(F)cc3)ccc2O1
    -8 | -57 | 84 | 0.1
> O=C(c1ccccc1)N1CC(=O)N2[C@H](CO)[C@@H](c3ccc(C4=CCCC4)cc3)[C@@H]2C1
    -4 | -22 | nt | -0.5
> COc1cccc(NC(=O)N(C)C[C@H]2Oc3cc(-c4ccccc4F)ccc3S(=O)(=O)N([C@H](C)CO)C[C@@H]2C)c1
    -10 | -41 | ? | -1.7
> O=C(NCC[C@H]1CC[C@H](NC(=O)c2ccccc2F)[C@H](CO)O1)c1cnccn1
    1 | 18 | nt | 0.9

Reprinted from the part before: two compounds; new compounds follow.
Results follow in this order: C diff HTS | Pf Dd2 growth | T cruzi growth | KDM4C inh
> COc1cccc(NC(=O)N(C)C[C@H]2Oc3cc(-c4ccccc4F)ccc3S(=O)(=O)N([C@H](C)CO)C[C@@H]2C)c1
    -10 | -41 | ? | -1.7
> O=C(NCC[C@H]1CC[C@H](NC(=O)c2ccccc2F)[C@H](CO)O1)c1cnccn1
    1 | 18 | nt | 0.9
> COc1ccc(S(=O)(=O)Nc2cccc3c2O[C@H](CN(C)Cc2ccc(-c4ccccc4)cc2)[C@@H](C)CN([C@@H](C)CO)C3=O)cc1
    12 | -58 | 80 | ?
> C[C@@H]1CN([C@H](C)CO)C(=O)c2cc(NC(=O)Nc3cccc4ccccc34)ccc2O[C@@H](C)CCCCO[C@H]1CN(C)Cc1ccncc1
    28 | -37 | 100* | -1.2
> COc1ccc(NC(=O)N(C)C[C@H]2Oc3ccc(NS(=O)(=O)c4ccc(F)cc4)cc3CC(=O)N([C@H](C)CO)C[C@H]2C)cc1
    -5 | 10 | 48 | -0.4
> CC=Cc1ccc2n(c1=O)C[C@H]1[C@H](CO)[C@@H](C(=O)NCCc3ccncc3)N(CCC(F)(F)F)[C@@H]21 (mixture of isomers)
    -1 | 7 | 41 | 2.6
> O=C(Nc1ccccc1F)N[C@@H]1CC[C@H](CCNC(=O)C2CCC2)O[C@H]1CO
    1 | 15 | nt | -1.0
> Cc1ccc(S(=O)(=O)N(C)C[C@@H]2OCCCC[C@H](C)Oc3ccc(NS(=O)(=O)c4c(C)noc4C)cc3C(=O)N([C@@H](C)CO)C[C@H]2C)cc1
    -6 | -69 | 10 | 0.3
> O=S(=O)(c1ccccc1F)N1CCCCN2[C@H](C1)[C@@H](c1ccc(-c3cncnc3)cc1)[C@@H]2CO
    -6 | 5 | 7 | 1.4
> Cc1noc(C)c1NC(=O)N(C)C[C@H]1Oc2ncc(C#CC3CC3)cc2C(=O)N([C@@H](C)CO)C[C@@H]1C
    0 | 5 | nt | 0.0
> Cc1ccc(S(=O)(=O)N(C)C[C@@H]2Oc3ccc(NC(=O)Nc4c(C)noc4C)cc3CC(=O)N([C@H](C)CO)C[C@H]2C)cc1
    -1 | 28 | 32 | 2.0
> O=C(C[C@@H]1C[C@H]2c3cc(NC(=O)NC4CCCCC4)ccc3O[C@H]2[C@@H](CO)O1)NC1CCCCC1
    -1 | -16 | nt | 2.1
> O=C(NCc1ccncc1)[C@H]1N[C@H]2c3ccc(/C=C/c4ccccc4)c(=O)n3C[C@H]2[C@@H]1CO
    1 | 7 | 3 | -0.4
> C[C@H]1CN([C@@H](C)CO)C(=O)CCCn2cc(nn2)CO[C@H]1CN(C)S(=O)(=O)c1cn(C)cn1
    nt | -14 | 38 | -0.4
> Cc1noc(C)c1NC(=O)Nc1cccc2c1O[C@@H](CN(C)Cc1ccc(C(=O)O)cc1)[C@H](C)CN([C@H](C)CO)C2=O
    -10 | 12 | -42 | 16
> O=C(C[C@H]1C[C@@H]2c3cc(NC(=O)C4CCC4)ccc3O[C@@H]2[C@@H](CO)O1)NCc1ccncc1
    1 | -3 | -6 | 0.7
> C[C@H](CO)N1C[C@H](C)[C@@H](CN(C)C)Oc2cc(C#Cc3ccccn3)ccc2S1(=O)=O
    -6 | 24 | nt | -0.7
> C[C@H](CO)N1C[C@H](C)[C@@H](CN(C)CC2CC2)Oc2ccc(NC(=O)Cn3cnnn3)cc2CC1=O
    -1 | 33 | 12 | 0.9
> CCC(=O)N1C[C@H](C)[C@@H](OC)CN(C)C(=O)c2ccc(NC(=O)c3ccccc3)cc2OC[C@@H]1C
    nt | -10 | 108* | -0.3
> C[C@H](CO)N1C[C@H](C)[C@@H](CN(C)C(=O)Nc2ccccc2F)Oc2ncc(/C=C/c3ccccc3)cc2C1=O
    -14 | -80 | 118* | -1.1
> C[C@@H]1CCCCO[C@H](CN(C)C(=O)Nc2ccccc2)[C@@H](C)CN([C@@H](C)CO)C(=O)c2cc(N(C)C)ccc2O1
    -3 | -6 | 54 | nt
> Cc1ccc(-c2ccc(C3[C@@H]4CN(S(=O)(=O)c5cccc(C)c5)C[C@H]3N4)cc2)cc1 (stereo partly drawn)
    -95* | -43 | nt | nt
> COc1cccc(S(=O)(=O)Nc2ccc3c(c2)OC[C@H](C)N(Cc2ccccc2F)C[C@@H](C)[C@H](OC)CN(C)C3=O)c1
    nt | -6 | 23 | 1.0
> CO[C@@H]1CN(C)C(=O)c2cc(NC(=O)C3CCC3)ccc2OC[C@@H](C)N(Cc2cccnc2)C[C@H]1C
    nt | 16 | 41 | -0.5
> O=C(Cc1ccncc1)NCC[C@H]1CC[C@H](NC(=O)Nc2ccc(F)cc2)[C@@H](CO)O1
    -1 | -5 | 29 | 0.3
> C[C@H]1CN([C@@H](C)CO)C(=O)c2cccc(NC(=O)NC3CCCCC3)c2O[C@H]1CN(C)S(=O)(=O)c1ccccc1
    2 | -26 | 14 | -1.5
> C[C@@H]1CN([C@H](C)CO)C(=O)Cc2cc(NS(=O)(=O)c3ccc(F)cc3)ccc2O[C@H]1CN(C)Cc1ccc(C(=O)O)cc1
    -2 | 4 | 5 | 0.8
> N#C[C@@H]1[C@@H](c2ccccc2-c2cccc(F)c2)[C@H](CO)N1C(=O)NC1CCCCC1
    -6 | 26 | nt | -0.8
> O=C(Nc1ccccc1)N1CCCCN2[C@@H](CO)[C@@H](c3ccc(-c4ccncc4)cc3)[C@@H]2C1
    0 | 26 | ? | -1.6
> COc1cccc(NC(=O)N[C@H]2CC[C@H](CC(=O)N3CCCCC3)O[C@H]2CO)c1
    nt | 25 | -10 | 0.0
> CCC(=O)Nc1ccc2c(c1)OC[C@@H](C)N(Cc1ccccc1)C[C@@H](C)[C@@H](OC)CN(C)C2=O
    3 | -10 | -40 | 3.7
> C[C@@H]1CN([C@H](C)CO)C(=O)c2cc(NS(C)(=O)=O)ccc2O[C@@H](C)CCCCO[C@H]1CN(C)Cc1ccc2c(c1)OCO2
    4 | nt | -6 | -1.2
> C[C@@H]1CCCCO[C@@H](CN(C)Cc2ccc(C(F)(F)F)cc2)[C@H](C)CN([C@H](C)CO)C(=O)c2cc(NS(=O)(=O)c3cn(C)cn3)ccc2O1
    4 | -41 | 12 | 0.5
> C[C@@H]1CN([C@@H](C)CO)C(=O)c2cc(-c3ccccc3)cnc2O[C@H]1CN(C)C(=O)C1CCOCC1
    3 | 50 | 116 | 1.6
> C[C@@H]1CCCCO[C@H](CN(C)Cc2ccccc2)[C@H](C)CN([C@@H](C)CO)C(=O)c2cc(NC(=O)NC3CCCCC3)ccc2O1
    -4 | -28 | ? | 0.1

Sorted by SMILES length (rising): three of the compounds above.
Results follow in this order: C diff HTS | Pf Dd2 growth | T cruzi growth | KDM4C inh
> CCC(=O)Nc1ccc2c(c1)OC[C@@H](C)N(Cc1ccccc1)C[C@@H](C)[C@@H](OC)CN(C)C2=O
    3 | -10 | -40 | 3.7
> C[C@H](CO)N1C[C@H](C)[C@@H](CN(C)C(=O)Nc2ccccc2F)Oc2ncc(/C=C/c3ccccc3)cc2C1=O
    -14 | -80 | 118* | -1.1
> C[C@@H]1CN([C@H](C)CO)C(=O)c2cc(NC(=O)Nc3cccc4ccccc34)ccc2O[C@@H](C)CCCCO[C@H]1CN(C)Cc1ccncc1
    28 | -37 | 100* | -1.2
